Menin-MLL TR inh: qHTS Assay for Inhibitors Targeting the Menin-MLL Interaction in MLL Related Leukemias: Competition With Texas Red Labeled MLL-derived Mutant Peptide | 270,000 compounds, 0.23% hits | O00255 | Menin + Texas Red MLL mutant peptide, fluorescence polarization | Potency, µM (titrated, usually from 61.6 µM), for the others: top-dose FP activity change, negative = inhibition, hits mostly inhibitors; active = well fitted inhibition curve with a large enough effect in the polarisation, with a control signal flat, not every such curve was filed as active; inconclusive = small, poorly fitted or top-dose-only effect, or effect the other way, or a change in a side signal; inactive = no such curve, though single readings can be large or run the other way; the % refers to the polarisation; note: potency is the fitted concentration of half-maximal effect; % of control where 0% means no effect; many of its hits are not listed in these tables
NPC1 prom act: qHTS Assay for NPC1 Promoter Activators | Huh7 NPC1 promoter luciferase reporter, 24 h | Potency, µM (doses to about 9.22 µM), for inactives: top-dose activation, hits mostly activators | 320,000 compounds, 2.4% hits | AID 485313, 2010;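 note: potency is the fitted concentration of half-maximal effect; % of control where 0% means no effect; nearly all actives have a fitted effect of over 60% in size; reporter is driven by a mutant NPC1 promoter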
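Stably transfected Huh7 (NPC1 promoter→luciferase), 1500 cells/well in Opti-MEM + 10% FBS, 2 h settle, then compound 24 h at 37 °C. Luminescence after 10 min with Amplite reagent.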
ELG1 genotox: qHTS screen for small molecules that induce genotoxicity in human embryonic kidney (HEK293T) cells expressing luciferase-tagged ELG1; HEK293T ELG1-luciferase reporter, luminescence, 16 h; Potency, µM (series often up to 46 µM), inactives show top-dose activity change, positive = activation, actives largely listed as activators; 330,000 compounds, 1.3% hits; note: potency is the fitted concentration of half-maximal effect; % of control where 0% means no effect; nearly all actives have a fitted effect of over 60% in size
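HEK293T cells expressing luciferase-tagged ELG1 were treated with compound or DMSO for 16 hr at 37°C. Luciferase activity was then read after 30 min with ONE-Glo at room temperature; rising signal flags genetic stress.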
Rab9 prom act: qHTS Assay for Rab9 Promoter Activators. Huh7 Rab9 promoter-luciferase reporter, luminescence, 24 h. 320,000 compounds, 2.8% hits. AID 485297, 2010. Potency, µM (highest dose often 9.22 µM), for the others: at the highest dose activation, negative = inhibition, hits mostly activators; note: potency is the fitted concentration of half-maximal effect; % of control where 0% means no effect; nearly all actives have a fitted effect of over 60% in size
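Huh7 reporter line, Rab9 promoter upstream of luciferase. Compound exposure 24 h at 37 °C in reduced-serum medium with 10% FBS. Read-out: luminescence.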
Giardia killer: Small Molecules that selectively kill Giardia lamblia: qHTS | Giardia lamblia trophozoite viability | 340,000 compounds, 0.15% hits | AID 540267, 2011 | activity change, % at 7.66 µM, hits read low; in the data active = activity change below about -80%; inconclusive = between about -30% and that limit;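 note: parasites exposed to compound for two days anaerobically before the ATP read; % is set by controls: 0 for no effect and ±100 for the full control effect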
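Each well holds 100 Giardia trophozoites and compound. After two days (48 hrs) at 37 deg C in anaerobic conditions, ATP is quantified by luminescence.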
VP16 counter: VP16 counterscreen qHTS for inhibitors of ROR gamma transcriptional activity; Drosophila S2 Gal4-VP16 UAS-luciferase, luminescence, 20 h; Potency, µM (top dose mostly 53.6 µM), for inactives: top-dose activity, negative = inhibition, most hits filed as inhibitors; 310,000 compounds, 3.5% hits; AID 2546, 2010;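 note: Gal4-VP16 expression switched on by copper sulfate through the metallothionein promoter; potency is the fitted concentration of half-maximal effect; % is set by controls: 0 for no effect and ±100 for the full control effect; nearly all actives have a fitted effect of over 50% in size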
p53 reactivation: qHTS assay for re-activators of p53 using a Luc reporter | H1299 p53-A138V BP100-luciferase reporter, luminescence, 24 h | Potency, µM (titrated, usually from 92.2 µM), for the others: top-dose activity change, positive = activation, most hits filed as activators | 320,000 compounds, 0.063% hits | AID 504706, 2011; note: potency is the fitted concentration of half-maximal effect; % of control where 0% means no effect; nearly all actives have a fitted effect of over 45% in size
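H1299 (p53-null), stable ts p53-A138V + BP100-Luc; 1000 cells/well, Opti-MEM/10% FBS; cpd 4 pt, 1:5; 24 h, 37 deg C, 5% CO2; detection reagent 10 min RT; luminescence.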
FLuc counter: qHTS profiling assay for firefly luciferase inhibitor/activator using purifed enzyme and Km concentrations of substrates (counterscreen for miR-21 project). Potency, µM (doses to about 57.5 µM), inactives show top-dose activity change, negative = inhibition, usual class: inhibitors. AID 588342, 2011. purified FLuc, Km substrates, luminescence inhibition. 360,000 compounds, 6.9% hits. Luciferin 4-monooxygenase (Photinus pyralis), P08659;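 note: potency is the fitted concentration of half-maximal effect; plate controls were vehicle for no effect and reference inhibitor for full effect; nearly all actives have a fitted effect of over 55% in size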
Target sequence (P08659 whole entry, looked up): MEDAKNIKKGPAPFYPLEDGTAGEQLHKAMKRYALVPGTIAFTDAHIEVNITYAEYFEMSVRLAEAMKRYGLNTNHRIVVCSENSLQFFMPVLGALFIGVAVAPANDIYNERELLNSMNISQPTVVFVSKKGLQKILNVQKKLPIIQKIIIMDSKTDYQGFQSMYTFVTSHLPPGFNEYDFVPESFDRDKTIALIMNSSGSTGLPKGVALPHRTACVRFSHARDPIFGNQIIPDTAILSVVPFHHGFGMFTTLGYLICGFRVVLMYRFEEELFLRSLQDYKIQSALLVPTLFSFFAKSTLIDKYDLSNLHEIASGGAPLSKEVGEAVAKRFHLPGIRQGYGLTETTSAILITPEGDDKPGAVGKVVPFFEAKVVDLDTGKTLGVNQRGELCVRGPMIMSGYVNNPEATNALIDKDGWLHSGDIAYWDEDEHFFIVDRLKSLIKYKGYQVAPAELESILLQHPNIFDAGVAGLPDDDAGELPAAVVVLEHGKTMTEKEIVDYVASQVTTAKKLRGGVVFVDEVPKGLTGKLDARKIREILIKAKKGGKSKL
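Purified P. pyralis luciferase (10nM final) with 10uM D-luciferin and 10uM ATP (Km levels) in 50mM Tris acetate pH 7.5, 10mM Mg acetate, 0.01% Tween-20, 0.05% BSA; qHTS 6-point titration, ~60 µM downward; luminescence read.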
BRCA1 expr up: qHTS Assay to Identify Small Molecule Activators of BRCA1 Expression; MCF7-BRCA1-FFLuc reporter, luminescence, 48 h; response scale: scaled: vehicle 0%, 10 µM genistein 100%; Potency, µM (highest dose often 46.1 µM), for the others: at the top dose activation, usual class: activators; 380,000 compounds, 1.1% hits; note: potency is the fitted concentration of half-maximal effect; nearly all actives have a fitted effect of over 80% in size; some results filed as inactive show a strong effect at the top dose
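MCF7 cells carrying a BRCA1-firefly luciferase reporter (2000 cells/well, phenol-red free MEM) were attached for 2 h at 37 °C, then given compounds for 48 h. Luminescence was read 15 min after luciferase reagent; activity normalized to genistein (10 microM) and DMSO.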
PKM2 activator: qHTS Assay for Activators of Human Muscle isoform 2 Pyruvate Kinase. AID 1631, 2009. purified PKM2, Kinase-Glo ATP luminescence, activation; response scale: 0% is enzyme alone, no compound. 260,000 compounds, 0.34% hits. Potency, µM (doses to about 57.5 µM), without a hit: top-dose activation, usual class: activators; note: potency is the fitted concentration of half-maximal effect; % is set by controls: 0 for no effect and ±100 for the full control effect; nearly all actives have a fitted effect of over 55% in size
Target sequence (P14618 whole entry, looked up, canonical isoform): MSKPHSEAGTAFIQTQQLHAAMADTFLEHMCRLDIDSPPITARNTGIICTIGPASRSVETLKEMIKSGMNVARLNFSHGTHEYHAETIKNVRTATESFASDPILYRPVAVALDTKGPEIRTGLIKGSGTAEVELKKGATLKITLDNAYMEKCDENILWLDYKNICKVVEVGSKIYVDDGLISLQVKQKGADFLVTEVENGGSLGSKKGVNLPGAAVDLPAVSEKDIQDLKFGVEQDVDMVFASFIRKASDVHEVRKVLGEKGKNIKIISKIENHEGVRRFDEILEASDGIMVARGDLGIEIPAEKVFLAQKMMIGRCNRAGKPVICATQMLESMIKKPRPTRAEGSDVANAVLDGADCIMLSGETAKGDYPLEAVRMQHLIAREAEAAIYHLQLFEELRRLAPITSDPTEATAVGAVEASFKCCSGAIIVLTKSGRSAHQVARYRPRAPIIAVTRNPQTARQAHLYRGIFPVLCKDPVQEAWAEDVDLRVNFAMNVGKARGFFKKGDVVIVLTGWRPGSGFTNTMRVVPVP
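ATP formation by purified human PK-M2, quantified via coupled luciferase luminescence after 1 h at room temperature with 0.1 mM ADP and 0.5 mM PEP final.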
RORgamma inh: qHTS for inhibitors of ROR gamma transcriptional activity | 310,000 compounds, 5.4% hits | Drosophila S2 Gal4-RORgamma UAS-luciferase reporter, 20 h | AID 2551, 2010 | Potency, µM (doses to about 53.6 µM), for the others: top-dose activity change, negative = inhibition, most hits filed as inhibitors | Nuclear receptor ROR-gamma (Mus musculus), P51450; note: potency is the fitted concentration of half-maximal effect; % is set by controls: 0 for no effect and ±100 for the full control effect; nearly all actives have a fitted effect of over 60% in size
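Stably transfected Drosophila Schneider cells are the test system, with ROR gamma fused to Gal4 and luciferase under UAS control; luminescence is read after 20 hr of 700 uM copper sulfate induction at ambient temperature.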
* = called active by the depositor; ? = inconclusive; / = no result given; & = joins results of further samples; [ ] = dose if it differs, or a comment. Unless noted, calls come from the whole dose curve; as a rule, active = well fitted curve in the direction sought with a large enough effect; inconclusive = small, poorly fitted or top-dose-only effect, or another doubt; inactive = no such curve, though single readings can be large; an effect the other way counts as inactive or inconclusive.

structure	VP16 counter	ELG1 genotox	RORgamma inh	NPC1 prom act	PKM2 activator	FLuc counter	Menin-MLL TR inh	Rab9 prom act	p53 reactivation	Giardia killer	BRCA1 expr up
O=C(NCCC1=CCCCC1)C1CCC(CNc2c(N3CCCCC3)c(=O)c2=O)CC1 (configuration not stated)	3%	1%	3%	-1%	-4%	-3%	/	-3%	-3%	2	-4%
CC1/C(=N/O)CC(c2ccco2)NC1c1ccco1 (configuration not stated)	-5%	-2%	-4%	-2%	-4%	0%	-5%	0%	9%	3	-6%
O=C(Cc1ccc(F)cc1)Nc1nnc(SCC(=O)NC2CCCC2)s1	-13%	?	1%	-3%	-4%	-2%	7%	-10%	8%	-12	13%
Clc1ccc(N=C2SCCS2)cc1	4%	9%	8%	27%	-18%	?	/	27%	9%	40[activator]	75%
CO/N=C(/c1nonc1N)N1CCN(c2ccc([N+](=O)[O-])cc2)CC1	4%	-5%	40%	-2%	-2%	0%	14%	2%	-1%	-3	-17%
Cc1ccc(C(=O)OCC(=O)NCCC2=CCCCC2)cc1N	0%	-2%	-9%	-1%	-10%	-1%	-24%	-2%	2%	-19	-2%
O=C(Cc1cccs1)NNC(=O)c1ccc(F)cc1	1%	1%	13%[10 µM]	2%	2%	3%	-16%	0%	7%	4	11%
COc1cc(-c2nnc(SCC(=O)OC3CCCCC3)o2)cc(OC)c1OC	-4%	3%	-21%	0%	-1%	-2%	?	0%	3%	-7	-1%
Cc1c(C)c(C)c(S(=O)(=O)n2[nH]c(=O)c(CCO)c2C)c(C)c1C	2%	2%	19%	-3%	15%	-5%	-26%	-7%	0%	-11	-31%
CCC1CCCCN1C(=O)CCC(=O)Nc1nnc(C(F)(F)F)s1 (configuration not stated)	-3%	0%	25%	1%	3%	1%	-18%	-7%	11%	-14	-1%
CC(NC(=S)NCc1ccc(F)cc1)C12CC3CC(CC(C3)C1)C2 (configuration not stated)	5µM*	-15%	1.8µM*	-4%	3%	6%	8%	-11%	1%	-18	-88%
CC1=C(C#N)C(=O)N(C)C(C)(C)C1	-7%	0%	-16%	-2%	-21%	2%	-9%	-1%	-2%	-22	14%
Cc1ccc(N2C(=O)C3C4C=CC(CNC(=S)N5CCN(c6ccccc6)CC5)(O4)C3C2=O)cc1 (configuration not stated)	?	2%	10µM*	-3%	?	-2%	0%	-1%	-5%	7	1%
CC(=O)N[C@@H](Cc1ccc(OC(F)(F)F)cc1)C(=O)O	0%	-2%	-9%	-5%	3%	2%	/	-2%	7%	9	-12%
CN(C)C1=NCCN1CCC1CCCCC1	/	-5%	/	0%	/	-1%	/	-10%	-11%	5	0%
CSC1=NC2C(N1)N(C)C(=O)N2C (configuration not stated)	-4%	0%	-3%	1%	1%	-1%	4%	14%	2%	-3	-17%
O=C(Nc1cccc(S(=O)(=O)NC2=NCCC2)c1)c1c(F)cccc1Cl	/	0%	/	1%	/	-1%	/	1%	8%	1	-17%
CCn1c(CC(=O)Nc2ccc(OC)cc2)nnc1SCC(=O)N1CCOCC1	-7%	8%	-17%	5%	-6%	0%	2%	-4%	0%	0	7%
O=C(NNC(=O)c1c(F)cccc1F)c1ccccc1OC(F)(F)F	1%	-2%	-14%	-2%	-1%	1%	/	-5%	-2%	0	-6%
CCC(C)Oc1ccc(C(=O)Nc2ccc(CN3CCOCC3)cc2)cc1 (configuration not stated)	0%	-2%	?	-5%	-2%	15µM*	-20%	-10%	6%	-11	-1%
COc1ccc(CNC(=O)c2nnn(CC(=O)Nc3cc(C)cc(C)c3)c2N)cc1	6%	?	5%	2%	/	2%&-5%	9%	0%	-5%	-13	-5%&11%
COc1cccc(N2CC(C(=O)Nc3c(C(N)=O)oc4ccccc34)CC2=O)c1 (configuration not stated)	/	-3%	/	0%	/	1%	/	-3%	-2%	-2	-12%
COc1ccc(C(=O)c2cc(C(C)=O)c(Nc3ccccc3)s2)cc1	0%	-3%	?	-5%	4%	1%	0%	-6%	-3%	9	-47%
CC1CCN(S(=O)(=O)c2cccc(C(=O)NC3CCCC3)c2)CC1	-11%	-7%	?	-2%	2%	0%	0%	-1%	-4%	4	-13%
Cc1ccc(-c2c(C(=O)NC(C)C)oc(=O)c3ccccc23)cc1	7%	-11%	-2%	-1%	0%	0%	?	-2%	0%	-10	2%
CC(=O)Oc1ccc(-c2nc3cc(Cl)ccc3c(=O)o2)cc1	-2%	-3%	4%	-4%	3%[11.5 µM]	-11%	23%	6%	1%	-15	-32%
COc1ccc(N(CC(O)Cn2c(C)nc3ccccc32)S(=O)(=O)c2ccccc2)cc1 (configuration not stated)	-8%	1%	25%	-6%	0%	-1%	-10%	-2%	0%	-3	-9%
Cc1cc(NC(=O)CCC(=O)N(c2ccccc2)C(C(=O)NC2CCCC2)c2cccs2)no1 (configuration not stated)	-4%	-1%	1%	-1%	-7%	0%	-21%	0%	-4%	7	-15%
CC(C)OC(=O)c1c(NC(=O)c2ccco2)sc2c1CCCCC2	0%	1%	25%	-17%	-2%	?	6%	10%	6%	-6	16%
CCSc1nc2sc3c(c2c(=O)[nH]1)CCc1ccccc1-3	-24%	0%	?	3%	-4%	1%	?	1%	?	2	-62%
CNc1oc(-c2ccc(C)cc2)nc1P(=O)(c1ccccc1)c1ccccc1	0%	-5%	10%	-9%	-3%	-3%	?	-9%	-7%	-12	-33%
Cc1ccc(S(=O)(=O)NCc2ccc3c(c2)OCO3)cc1C	3%	-1%	-9%	-4%	3%	1%	14%	0%	/	-6	-3%
CCOC(=O)[C@H]1[C@H]2COc3cc(OC)ccc3[C@@H]2N2C(=O)N(c3ccc(Br)cc3)C(=O)[C@@]12C	3%	-3%	26%	-1%	-1%	3%	2%	-2%	8%	2	-10%
O=[N+]([O-])c1ccc(N/N=C/c2ccccc2)c(F)c1	20%	?	?	?	2%	11µM*	?	?	30%	-5	8.9µM*
O=C(COc1ccc(Cl)cc1)OCC(=O)N1CCCCCC1	0%	0%	-12%	-1%	1%	-16%	-3%	0%	-5%	3	-2%
Cc1cccc(NC(=O)CCn2nc(C)cc2C)c1	9%	-2%	19%	-2%	-2%	1%	-13%	3%	-1%	0	11%
Cc1c(NS(=O)(=O)c2cccc(C(=O)Nc3cccc(F)c3)c2)c(=O)n(-c2ccccc2)n1C	/	-4%	/	1%	/	6%	/	1%	-2%	17	4%
O=S1(=O)CCC(NC2CCCC2)C1 (configuration not stated)	2%	0%	21%	0%	/	0%	9%	-5%	-2%	4	-5%
CS(=O)(=O)Nc1ccc2[nH]c(=O)[nH]c2c1	-10%	0%	-2%	1%	/	-1%	0%	3%	-1%	20	20%
CCOC(=O)C(C(=O)c1ccccc1)C1CC(C)NC(=S)N1 (configuration not stated)	-8%	-1%	?	-9%	-3%	0%	3%	-3%	-3%	2	-3%
O=C(O)c1ccc(-c2nnn(Cc3cccc(C(F)(F)F)c3)n2)cc1	3%	1%	21%	2%	-1%	2%	/	0%	-4%	16	4%
CCCNC(=O)CN1CCN(S(=O)(=O)c2ccc(Br)s2)CC1	/	1%	/	-5%	/	/	/	12%	-3%	14	1%
CCOCCCNC(=O)Cn1cnc2c(cnn2-c2ccc(F)cc2)c1=O	0%	-6%	-18%[1.91 µM]	-1%	2%	3%	1%	0%	1%	-24	-18%
O=C(N/N=C/c1cccnc1)C(O)(c1ccccc1)c1ccccc1	-13%	0%	2%	-2%	-1%	0%	33%[activator]	-1%	-4%	-9	-1%
CCCN1CCC(N2CCN(c3cccc(C(F)(F)F)c3)CC2)CC1	1%	7%	18%	1%	10%	3%	-15%	-2%	0%	-3	-12%
O=S(=O)(c1ccccc1)N1N=C(c2ccc(O)cc2)CC1c1ccco1 (configuration not stated)	20µM*	-5%	-20%	1%	0%	-1%	/	-13%	-9%	3	0%

The list is partial; the hit share may differ from the screen's.
